pCIP destab: lowers stability of the mouse p/CIP coactivator protein; hit rate 0.01% among 290,000; F442A p/CIP-EGFP cells, EGFP fluorescence, 16 h; AID 1984; decrease of EGFP signal, % at 10 µM;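 active = EGFP signal decrease of at least 30% at 10 µM or well 3 SD below plate mean, unless failing retest; inactive = the rest, including hits failing retest or dose response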; also: some compounds called inactive have numbers as strong as hits; many of its hits are not listed in these tables
Target sequence (Q05BA5 1-1403): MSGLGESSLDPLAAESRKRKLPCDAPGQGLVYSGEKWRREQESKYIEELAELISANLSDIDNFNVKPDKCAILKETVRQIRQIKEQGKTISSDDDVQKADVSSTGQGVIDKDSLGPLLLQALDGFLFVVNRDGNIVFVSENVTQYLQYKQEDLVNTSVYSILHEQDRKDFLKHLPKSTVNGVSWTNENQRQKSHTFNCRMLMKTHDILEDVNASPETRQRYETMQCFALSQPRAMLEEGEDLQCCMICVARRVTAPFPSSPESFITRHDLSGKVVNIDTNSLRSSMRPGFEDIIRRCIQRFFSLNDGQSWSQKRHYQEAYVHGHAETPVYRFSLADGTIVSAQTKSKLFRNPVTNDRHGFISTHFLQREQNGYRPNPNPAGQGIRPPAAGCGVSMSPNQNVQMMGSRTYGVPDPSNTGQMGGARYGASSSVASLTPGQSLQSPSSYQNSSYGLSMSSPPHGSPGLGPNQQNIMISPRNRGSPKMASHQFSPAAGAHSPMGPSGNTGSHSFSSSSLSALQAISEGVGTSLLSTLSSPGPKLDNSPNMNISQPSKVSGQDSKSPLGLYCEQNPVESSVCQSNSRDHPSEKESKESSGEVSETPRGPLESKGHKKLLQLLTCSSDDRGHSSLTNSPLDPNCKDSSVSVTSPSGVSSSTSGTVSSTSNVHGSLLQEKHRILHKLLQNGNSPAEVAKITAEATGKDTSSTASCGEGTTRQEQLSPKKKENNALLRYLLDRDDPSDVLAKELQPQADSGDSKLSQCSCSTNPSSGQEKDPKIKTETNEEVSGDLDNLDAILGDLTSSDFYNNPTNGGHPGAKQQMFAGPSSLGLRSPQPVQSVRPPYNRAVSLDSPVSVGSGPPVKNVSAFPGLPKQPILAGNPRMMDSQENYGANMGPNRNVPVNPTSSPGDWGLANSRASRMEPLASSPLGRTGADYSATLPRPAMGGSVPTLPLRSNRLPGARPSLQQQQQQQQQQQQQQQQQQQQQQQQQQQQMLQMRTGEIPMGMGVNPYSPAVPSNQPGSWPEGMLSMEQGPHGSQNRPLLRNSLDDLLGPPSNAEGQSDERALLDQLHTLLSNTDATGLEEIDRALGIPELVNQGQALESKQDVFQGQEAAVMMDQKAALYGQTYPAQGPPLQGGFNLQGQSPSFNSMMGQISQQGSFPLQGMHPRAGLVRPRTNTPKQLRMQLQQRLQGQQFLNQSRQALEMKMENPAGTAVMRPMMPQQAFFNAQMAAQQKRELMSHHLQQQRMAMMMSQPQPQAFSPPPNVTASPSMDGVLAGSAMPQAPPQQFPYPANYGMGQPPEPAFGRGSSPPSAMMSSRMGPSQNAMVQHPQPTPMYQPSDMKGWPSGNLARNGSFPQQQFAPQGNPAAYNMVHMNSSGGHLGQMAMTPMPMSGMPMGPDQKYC
NS3 helicase inh: inhibitors of Hepatitis C virus NS3 helicase; NS3 helicase DNA unwinding, Cy5 molecular beacon fluorescence; inhibition, % at 10.9 µM; hit rate 0.56% among 290,000;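 active = inhibition above the mean of all tested compounds plus 3 SD, set per campaign, cut at about 35% in these data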;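 also: 0% = DMSO wells and 100% = thioflavine S control wells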
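Control set: DMSO versus 110 µM thioflavine S; Material: NS3 helicase fragment of HCV; Measured by: Cy5 fluorescence at 0 and 60 min, beacon hairpin quenching; Read-out basis: percent inhibition from t60/t0 fluorescence ratio; Times: reaction time 60 min, 25 °C; Repeats: single replicate; Compound dosing: single dose, 10.9 µM nominal final, DMSO 0.8% final.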
IDE cell activ: IDE (human) activation, cell-based. P14735. hit rate 0.073% among 340,000. HEK cells, FAbeta-B cleavage, fluorescence polarization; 0% vehicle, 100% cell-free pure enzyme wells. activation, % at 5.96 µM;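 active = activation above the mean of all tested compounds plus 3 SD, set per screening campaign, cut at about 17% in these data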
IMP-1 inhibitor: blocks Pseudomonas aeruginosa IMP-1 metallo-beta-lactamase. inhibition, % at 5.6 µM. hit rate 0.45% among 290,000. AID 1556. purified IMP-1, nitrocefin hydrolysis, epi-absorbance fluorescence;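 active = inhibition above the mean plus 3 SD of all compounds in the same screening run, cut at about 4.5% in these data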;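 also: 0% = IMP-1 with DMSO and 100% = DMSO wells lacking enzyme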
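Test system: recombinant IMP-1 enzyme, purified / Medium: HEPES buffer pH 7.1 with ZnSO4 and Brij 35 / Doses: single dose, 5.6 µM / Times: 25 °C, 15 min preincubation, 25 min reaction / Detection: Epi-absorbance via hydrolysed-nitrocefin quenching of white-plate fluorescence, 480/530 nm, EDTA stop / Evaluation: percent inhibition from optical density relative to buffer-blank wells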
CRFBP-R2 block: CRF-BP/CRF-R2 complex antagonism; HEK293 CRF-R2/CRF-BP, CRF-induced calcium fluorescence; inhibition, % at 11.8 µM; hit rate 0.59% among 350,000; AID 588475;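 active = inhibition of the ligand-induced calcium signal above about 50% at the single tested concentration, limit read from the data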
IDE inh: inhibitors of human insulin-degrading enzyme in cells. inhibition, % at 5.59 µM. P14735. hit rate 0.41% among 320,000. HEK cells, FAbetaB cleavage, fluorescence polarization;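 active = percent inhibition above the average of all tested compounds plus 3 SD, set per screening campaign, cut at about 16% in these data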;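 also: IDE supplied by intact live HEK cells; FP after avidin binding of uncleaved biotin substrate so inhibition keeps polarization high; 0% = DMSO wells and 100% = 60 µM reference IDE inhibitor Ii1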
VIM-2 inh: blocks Pseudomonas aeruginosa VIM-2 metallo-beta-lactamase | AID 1527 | hit rate 0.89% among 290,000 | purified VIM-2, nitrocefin hydrolysis, epi-absorbance fluorescence | inhibition, % at 5.6 µM;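 active = inhibition above the mean of all tested compounds plus 3 SD, cutoff set per screening run, cut at about 7.5% in these data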;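 also: red hydrolysis product quenches plate fluorescence so inhibitors raise well fluorescence; 0% = enzyme with DMSO and 100% = DMSO without enzyme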
UBC9 SUMO inh: inhibitors of human SUMOylation (UBC9). P63279. hit rate 0.36% among 290,000. inhibition, % at 35 µM. HTRF SUMOylation assay, SAE1/SAE2 + UBC9, in vitro; in the data active = inhibition above about 50%, passing the limit was not always enough; also: strong numbers were not always called active
GalR3 antag: antagonists of human GalR3 | AID 651719 | hit rate 0.44% among 360,000 | HEK293 GalR3-CNG cAMP membrane potential fluorescence; galR3 body fused to GalR1 C-terminus | inhibition, % at 3 µM | O60755;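 active = inhibition above the screen-wide average plus 3 SD, cut at about 13% in these data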;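 also: forskolin and galanin both at EC90 stimulate the cells; cAMP rise reported by CNG channel membrane potential dye signal; 0% = forskolin plus galanin with DMSO and 100% = forskolin alone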
An asterisk follows results filed as active; . = no result given.

SMILES	pCIP destab	NS3 helicase inh	IDE cell activ	IMP-1 inhibitor	CRFBP-R2 block	IDE inh	VIM-2 inh	UBC9 SUMO inh	GalR3 antag
Cc1ccc(-c2nn(C(C)(C)C)c3ncnc(N)c23)cc1	7	5	2	-3.4	7	-1	-1.6	16	-5
Cc1c(O)ccc(-c2n[nH]c(C(=O)O)c2-c2nc3ccccc3s2)c1O	5	30	4	-3.7	9	5	4.6	-9	-3
CCOC(=O)C1CCN(C(=O)CNC(=O)c2nn(-c3ccc(OC)c(Cl)c3)c(=O)c3ccccc23)CC1	-3	-2	-1	-1.2	-3	5	-2.9	-3	-5
FC(F)(F)c1ccc(Nc2nnnc3ccccc23)cc1	-3	-13	1	-1.8	-8	7	-0.8	31	-5
CNc1nc2ccccc2n(C)c1=O	8	-3	-4	-2.3	-3	1	0.0	11	-2
CC(C)N(CCO)C(=O)C(c1ccccc1)c1ccccc1	-11	1	2	-4.1	0	-3	-0.8	-2	-6
O=C(OCC(=O)N1CCOCC1)c1cc2ccccc2oc1=O	.	.	0	.	-2	-4	.	.	-3
O=C(Nc1c(C(=O)NCc2ccco2)cnn1-c1ccccc1)c1cccc(F)c1	-8	-11	3	-1.2	-34	2	0.6	-8	-2
Cc1ccc(N2C(=O)N(CC(=O)Nc3cccc([N+](=O)[O-])c3C)C(=O)C2C)cc1 (stereo unspecified)	.	.	0	.	-14	1	.	.	-2
CC(C)c1ccccc1OCC(=O)Nc1ccc2[nH]ncc2c1	-11	0	9	-6.1	-14	-3	-5.1	-2	1
CCC(C(=O)NC1CCCCC1)N(Cc1cccs1)C(=O)CCC(=O)Nc1cc(C)on1 (stereo unspecified)	0	-4	-2	-1.6	-1	-6	1.1	8	-6
COc1cc(Cl)ccc1OCc1cc(C(=O)N(C)Cc2cn(C)nc2C)no1	-13	2	1	-0.9	12	-2	-1.2	9	0
COC(=O)CN1C(=O)COc2ccc(Cl)cc21	-13	0	3	-2.8	6	0	1.4	12	2
CCOc1ccccc1NCc1nnc(-c2ccccc2)o1	-6	14	2	1.0	10	-1	-1.1	5	-6
O=C(NCc1ccco1)C1CCN(c2nc3ccccc3n2Cc2ccccc2F)CC1	-9	4	1	-3.7	0	1	-1.4	9	0
CCCC1(C(=O)OC)NC(c2ccc(OC)cc2OC)C2C(=O)N(c3cccc(C(C)=O)c3)C(=O)C21 (stereo unspecified)	-7	2	-1	-1.4	4	-3	-0.7	5	-9
CCOC(=O)c1ccc(NC(=O)C(CC)CC)cc1	-12	-2	7	-4.3	20	3	-0.8	10	-2
O=C(CSc1nc(=O)n2ccccc2n1)NCc1ccc2c(c1)OCO2	.	.	1	.	-4	1	.	.	-2
OC(CN1CCN(Cc2ccccc2)CC1)c1ccc(F)cc1 (stereo unspecified)	-11	-7	-2	-1.1	-26	6	-0.9	-10	5
CCn1c(SCC(=O)Nc2ccc(NC(=O)c3ccco3)cc2)nnc1-c1cccs1	.	7	3	1.4	22	10	-2.7	.	6
COc1cccc(CN2CCN(C(=O)c3ccc(-c4ccccc4)cc3)CC2)c1OC	-13	-12	3	-1.9	32	3	-1.5	27	0
COc1ccc(-n2c(Cc3cccn3C)nnc2SCC(=O)NC2CCCC2)cc1	-4	21	1	2.0	6	-2	0.1	-8	1
O=C(c1ccc(NS(=O)(=O)c2cccc3cccnc23)cc1)N1CCOCC1	.	7	4	-3.1	9	6	1.6	.	1
O=C(NC(=S)Nc1nc2ccccc2s1)c1cccs1	-9	-6	4	-4.2	-19	9	-4.5	15	-2
COc1ccc(C(=O)Nc2ccc(N3CCCCCC3)cc2)cc1S(=O)(=O)N1CCOCC1	.	.	4	.	-1	2	.	.	-4
CCn1cc(C(=O)O)c(=O)c2cc(F)c(N3CCN(C(=S)NC(=O)c4ccc(F)c(F)c4)CC3)cc21	-23	4	-1	-3.3	5	-1	-2.0	11	-6
COc1cccc(NC(=O)Nc2ccc(CC(=O)O)cc2)c1	1	12	-4	-1.5	-25	5	-1.6	10	-1
C=C1CCC[C@]2(C)C[C@H]3OC(=O)C(CN(C)CC(OC)OC)[C@H]3CC12 (stereo partly specified)	2	-4	0	-0.5	-11	2	-0.8	12	-8
Cc1ccc(-c2csc(NS(=O)(=O)c3cccc(F)c3)n2)o1	.	.	-7	.	3	2	.	.	-3
O=C(NNC(=S)NCc1ccc(Cl)cc1)c1cccnc1	-7	10	1	-5.7	-4	3	-8.9	2	6
O=C(NCCc1ccccc1)c1ccc(CS(=O)(=O)c2ccc(Cl)cc2)o1	-11	8	3	-2.1	-3	9	-3.0	15	-1
O=C(COc1ccccc1)Nc1ccc([N+](=O)[O-])cc1	0	-2	1	-3.5	29	3	-3.5	-15	0
CC(C)CCNC(=O)CN(CC1CCCO1)C(=O)CCC(=O)Nc1nccs1 (stereo unspecified)	8	4	4	-0.9	9	5	0.7	-2	-1
COC(=O)c1ccc(NC(=O)Cn2nc(C(=O)Nc3ccc(C)cc3)ccc2=O)cc1	4	23	-2	11*	3	0	-0.3	30	1
Cc1ccc(C)c(NC(=O)CN2C(=O)NC(C)(c3ccc4c(c3)OCCO4)C2=O)c1 (stereo unspecified)	.	.	3	.	-20	3	.	.	-3
COc1cc(C)ccc1OCC(=O)Nc1nnc(C2CC2)s1	.	.	4	.	-5	5	.	.	4
CCCOc1ccccc1Cn1c(=O)oc2ccc(C)cc21	0	6	1	-6.5	0	-5	-2.0	11	-1
CCN(c1ccccc1)S(=O)(=O)c1ccc(OC)c(NC(=O)Cn2cnc3c2c(=O)n(C)c(=O)n3C)c1	-11	-5	1	-0.9	3	3	-1.1	6	-3
CCNc1nc(NCC)n2c(SCC(=O)O)nnc2n1	-9	-5	1	-1.9	-3	6	-1.2	17	0
CC1N(C)c2cc(NC(=O)c3cccs3)c(P(=O)(Nc3ccc([N+](=O)[O-])cc3)N3CCOCC3)cc2C1(C)C (stereo unspecified)	-8	-7	3	-2.8	-17	1	-2.4	-1	3
CC(C)CC(=O)Nc1ccc(S(=O)(=O)N2CCCC2)cc1	-6	-6	6	-0.5	-11	-3	-1.2	10	-6
Cc1ccc(-c2cc(C(F)F)n3ncc(C(=O)NN4CCCCC4)c3n2)cc1	-12	-3	0	-0.9	3	-3	-2.2	9	-1
COc1ccccc1-c1oc2ccccc2c1C#CC1(O)CCCCC1	.	.	3	.	-12	6	.	.	-7
CNc1ccccc(-c2ccc3cc4c(cc3n2)OCO4)c1=O	-8	12	2	-0.7	-6	1	0.4	30	1
COc1ccc(CN([C@H](C)CO)S(=O)(=O)N(Cc2ccccc2)[C@H](CO)C(C)C)cc1	.	.	6	.	-2	-2	.	.	-5
CC(C)(C)n1nc2c(c1NC(=O)c1cc([N+](=O)[O-])ccc1Cl)CS(=O)(=O)C2	-1	4	-3	-3.1	-16	0	-3.6	.	-7
CCCCc1nnc(NC(=O)Cc2ccc(OC)c(S(=O)(=O)N3CCOCC3)c2)s1	.	.	5	.	0	6	.	.	-2
O=C(COC(=O)Cc1ccc(F)cc1)NCCc1ccccc1	.	.	0	.	-3	1	.	.	0
O=C(O)C1CSC2(c3ccc(Br)cc3)CCC(=O)N12 (stereo unspecified)	12	17	7	-0.5	2	-1	0.0	-9	-4
O=C(O)CCn1c(SCc2ccccc2)nc2ccccc21	-4	10	9	-2.0	0	1	-1.4	-1	-4

Remaining list, next part
SMILES	pCIP destab	NS3 helicase inh	IDE cell activ	IMP-1 inhibitor	CRFBP-R2 block	IDE inh	VIM-2 inh	UBC9 SUMO inh	GalR3 antag
O=c1[nH]c2cc(Cl)cc(Cl)c2[nH]c1=O	-17	0	1	-3.5	-5	2	-1.1	27	-7
CN(CCc1ccccc1)C1CCCN(S(=O)(=O)N(C)C)C1 (stereo unspecified)	2	-1	6	-0.8	1	3	0.1	2	-1
O=C(C(=O)N1CCN(c2cccc(Cl)c2)CC1)N1CCCCC1	5	-6	5	1.7	3	1	1.9	-2	-1
O=C(NCc1ccco1)C1CC(O)CN1C(=O)Nc1ccccc1 (stereo unspecified)	7	16	3	-3.6	-5	5	-7.1	4	-10
O=C(NCCN1CCOCC1)/C(=C/c1ccccc1)NC(=O)c1ccccc1	-10	-6	1	-1.0	-2	0	-0.7	21	-10
Cc1ccc(-n2c(SCC(=O)NCC3CCCO3)nc3ccccc3c2=O)cc1 (stereo unspecified)	.	.	0	.	4	-3	.	.	-6
O=C(NCc1ccc(F)cc1)c1cc(-c2ccncc2)nc2ccccc12	-12	-11	4	-2.6	-7	3	0.1	10	-8
CCCCCn1c(=O)[nH]c2cc(C(=O)O)ccc2c1=O	-8	5	5	-0.7	18	1	0.9	14	-2
CC(=O)N1CC(=O)N(OCc2ccccc2)C1c1ccc(Cl)cc1Cl (stereo unspecified)	-6	-9	5	-2.3	3	0	-2.6	15	-2
CCOc1cccc(-c2c(C(=O)N/N=C/c3ccc(C)o3)nnn2-c2nonc2N)c1	5	2	6	-3.7	-18	-4	-4.1	11	-2
CC1CCN(C(=O)COC(=O)c2ccc(Cl)nc2)CC1	.	.	-2	.	35	-4	.	.	-7
COc1cccc(-c2nc(CS(=O)CC(=O)NCc3ccc(F)cc3)c(C)o2)c1 (stereo unspecified)	6	10	3	-3.2	11	2	-2.6	4	-9
Cc1cc(Cl)ccc1OC(C)C(=O)OCC(=O)Nc1ccc2[nH]c(=O)[nH]c2c1 (stereo unspecified)	.	.	0	.	-12	1	.	.	-4
CCc1nc(Nc2ccc(O)cc2)c2oc3ccccc3c2n1	-5	-5	4	-1.9	13	0	3.2	9	-11
CC(C)COP(=O)(c1ccc(N(C)C)cc1)C(Nc1ccccc1)c1cccnc1 (stereo unspecified)	-14	0	-1	-0.3	-39	7	0.1	7	-1
CC(C)C1C(c2ccccc2)N(C)C(c2ccccc2)CC1(O)c1ccccc1 (stereo unspecified)	-16	-7	0	-3.9	-39	6	0.0	-6	-6
CN1CCc2c(c3c(n2C)CCN(C)[C@H]3c2ccccc2F)[C@@H]1c1ccccc1F	1	-4	.	-3.2	.	.	-2.4	-5	.
CN1CCN/C1=C(/C(Cl)=C(Cl)Cl)[N+](=O)[O-]	5	-19	-4	-1.2	0	-1	-4.0	-5	8

Another view of some results above.
Each structure is followed by: pCIP destab | NS3 helicase inh | IDE cell activ | IMP-1 inhibitor | CRFBP-R2 block | IDE inh | VIM-2 inh | UBC9 SUMO inh | GalR3 antag
Cc1cc(Cl)ccc1OC(C)C(=O)OCC(=O)Nc1ccc2[nH]c(=O)[nH]c2c1 (stereo unspecified)
→ . | . | 0 | . | -12 | 1 | . | . | -4
CCc1nc(Nc2ccc(O)cc2)c2oc3ccccc3c2n1
→ -5 | -5 | 4 | -1.9 | 13 | 0 | 3.2 | 9 | -11
CC(C)COP(=O)(c1ccc(N(C)C)cc1)C(Nc1ccccc1)c1cccnc1 (stereo unspecified)
→ -14 | 0 | -1 | -0.3 | -39 | 7 | 0.1 | 7 | -1
CC(C)C1C(c2ccccc2)N(C)C(c2ccccc2)CC1(O)c1ccccc1 (stereo unspecified)
→ -16 | -7 | 0 | -3.9 | -39 | 6 | 0.0 | -6 | -6

Bioassay records as filed in PubChem BioAssay.
